hcDAF12 agonist – activates DAF-12 receptor from parasite H. contortus | HEK293 hcDAF-12 lit1-tk-luc reporter, luminescence; 0% DMSO, 100% Δ7-dafachronic acid | activation, % at 6.8 µM | 1.4% of 370,000 active;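 active = activation above the mean of all tested compounds plus 3 SD, cut at about 5.5% in these data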;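 also: 100% = response to 3 µM Δ7-dafachronic acid high control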
hgDAF12 agonist – activates the H. glycines DAF-12 receptor ligand-binding domain. activation, % at 6.8 µM. 1.8% of 370,000 active. HEK293 GAL4-hgDAF12 UAS-luciferase reporter, agonist luminescence; normalized to butyrate control;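 active = activation above a cutoff set at the mean of all screened compounds plus 3 SD, cut at about 10% in these data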;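 also: 0% = DMSO wells and 100% = sodium butyrate wells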
sPLA2-III inh – Inhibits HGIII-sPLA2 liposome hydrolysis, primary screen; Q9NZ20; QFRET BODIPY PC-A2 liposome hydrolysis, fluorescence; inhibition, % at 12.2 µM; 0.56% of 370,000 active; AID 743126;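 active = inhibition above mean plus 3 SD of compounds lying within the high and low control bounds, cut at about 19% in these data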;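 also: 0% = median of test compound wells and 100% = no enzyme DMSO wells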
ssDAF-12 act – activators of S. stercoralis DAF-12 nuclear receptor; HEK293 ssDAF-12/GRIP1 lit1-tk-luc reporter, luminescence; % of 3 µM dafachronic acid response; activation, % at 6.8 µM; 1% of 370,000 active; AID 652126;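 active = activation above the mean over all tested compounds plus 3 SD, cut at about 0.9% in these data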;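 also: 0% = DMSO-only wells and 100% = 3 µM delta7-dafachronic acid wells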
GC-B act – GC-B (human) receptor activation | 0.11% of 370,000 active | activation, % at 10 µM | P20594 | HEK293-GC-B cells, CNP EC30, cGMP TR-FRET; 0% at EC30 CNP, 100% saturating CNP;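 active = activation at 10 µM reaching about 35% in either raw or pattern-adjusted values, limit read from the data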
Target sequence (P20594 whole entry, looked up): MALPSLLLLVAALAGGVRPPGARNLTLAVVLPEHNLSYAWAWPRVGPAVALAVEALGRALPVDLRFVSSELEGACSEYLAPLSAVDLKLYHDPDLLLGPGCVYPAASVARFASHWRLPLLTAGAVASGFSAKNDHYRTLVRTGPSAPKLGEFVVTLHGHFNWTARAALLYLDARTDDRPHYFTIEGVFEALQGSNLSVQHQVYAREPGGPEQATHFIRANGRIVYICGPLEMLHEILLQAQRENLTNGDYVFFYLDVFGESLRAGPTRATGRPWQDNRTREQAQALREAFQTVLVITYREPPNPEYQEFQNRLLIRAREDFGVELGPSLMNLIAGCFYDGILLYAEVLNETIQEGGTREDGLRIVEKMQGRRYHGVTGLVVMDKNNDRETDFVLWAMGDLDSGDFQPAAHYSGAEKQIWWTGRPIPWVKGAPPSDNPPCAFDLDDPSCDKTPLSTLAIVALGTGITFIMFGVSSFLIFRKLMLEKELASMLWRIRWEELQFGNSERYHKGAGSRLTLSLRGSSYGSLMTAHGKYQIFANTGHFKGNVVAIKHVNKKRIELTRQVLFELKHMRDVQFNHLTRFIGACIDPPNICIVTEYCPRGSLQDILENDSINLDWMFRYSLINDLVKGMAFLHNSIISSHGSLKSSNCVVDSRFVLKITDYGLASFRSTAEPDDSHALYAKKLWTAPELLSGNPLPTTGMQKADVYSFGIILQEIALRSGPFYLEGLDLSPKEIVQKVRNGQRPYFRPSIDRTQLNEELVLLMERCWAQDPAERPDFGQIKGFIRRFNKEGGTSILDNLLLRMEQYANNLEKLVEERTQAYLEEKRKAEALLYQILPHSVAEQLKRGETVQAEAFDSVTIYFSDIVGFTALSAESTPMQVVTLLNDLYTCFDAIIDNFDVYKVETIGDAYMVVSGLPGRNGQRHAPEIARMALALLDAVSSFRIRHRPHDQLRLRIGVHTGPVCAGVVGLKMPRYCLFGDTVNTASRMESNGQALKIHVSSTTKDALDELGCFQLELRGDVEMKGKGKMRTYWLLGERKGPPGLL
DAX1 inh-1 – inhibits human nuclear receptor DAX1; HEK293 Gal4-DAX1 luciferase reporter, luminescence; 0.99% of 340,000 active; AID 504766; inhibition, % at 6.75 µM; P51843;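 active = inhibition above the mean over all tested compounds plus 3 SD, cut at about 4.2% in these data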;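 also: 0% = DAX1-transfected cells with DMSO and 100% = empty-vector control cells with DMSO; inhibition shows as a rise in luminescence from relieved DAX1 repression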
GC-A act – GC-A (human) enzyme activation; P16066; HEK293 GC-A cells, cGMP TR-FRET, EC30 ANP; 0% at EC30 ANP, 100% saturating ANP; activation, % at 10 µM; 0.14% of 370,000 active; AID 1671463; in the data active = activation above about 40%
ADAM10 inh – inhibits human ADAM10; O14672; inhibition, % at 7 µM; AID 720582; recombinant ADAM10, EDANS/DABCYL FRET peptide cleavage, 3 h; 0.62% of 370,000 active;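 active = inhibition above a per-campaign cutoff equal to the mean of compounds falling between control-based bounds plus 3 SD, cut at about 20% in these data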;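 also: 0% = DMSO wells while the 100% control is not disclosed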
DAX1 inh-2 – blocks DAX1 repression of SF-1 activated StAR promoter; AID 652010; inhibition, % at 6.8 µM; HEK293T StAR-luciferase reporter, SF-1/DAX-1 repression relief; 1.1% of 370,000 active;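 active = inhibition above the mean over all tested compounds plus 3 SD, cut at about 3.6% in these data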;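 also: 0% = DAX-1 cells with DMSO and 100% = cells lacking DAX-1 with DMSO; higher inhibition means more luminescence from relief of DAX-1 repression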
FXN GAA850 act – activators of GAA850 frataxin (FXN) promoter | HEK293 lucGAA850 FXN promoter luciferase reporter, 24 h; percent of 10 µM SAHA response | activation, % at 6 µM | 0.56% of 360,000 active | AID 540364;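 active = activation above the average of all compounds screened plus 3 SD, cutoff fixed separately per campaign, cut at about 7.5% in these data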;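 also: 0% = DMSO wells and 100% = 10 µM SAHA wells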
SMARCA2 activ – SMARCA2 function activation, primary screen. MG213 cells, MMTV-luciferase reporter, dexamethasone, overnight. activation, % at 9.1 µM. 1% of 370,000 active. AID 652017; in the data active = activation above about 7.8%;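 also: 0% = vehicle wells and 100% = reference activator wells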
* marks the source's active call; other numbers are inactive results; . = no result given. Outcome played no part in choosing rows; 6.6% or so of the library scored in one or more.

SMILES	hcDAF12 agonist	hgDAF12 agonist	sPLA2-III inh	ssDAF-12 act	GC-B act	DAX1 inh-1	GC-A act	ADAM10 inh	DAX1 inh-2	FXN GAA850 act	SMARCA2 activ
O=C(COC(=O)c1ccccc1Sc1ccc(C(F)(F)F)cc1[N+](=O)[O-])NC(=O)NC1CCCC1	-0.7	0.8	-5.5	0.3	-1.1	-0.4	-3.6	3.8	0.0	-0.2	0.3
COc1ccccc1Nc1cc(N2CCOCC2)c2nonc2c1[N+](=O)[O-]	-0.6	1.9	2.8	-1.3	-1.8	-0.3	4.5	-4.3	-0.6	-0.2	-2.2
COc1cc(NS(=O)(=O)c2ccc(NC(=O)COc3cccc(C)c3)cc2)nc(OC)n1	0.4	-0.3	-22.6	-1.1	7.6	-0.1	-3.8	1.3	0.7	-0.3	-2.8
CCCOc1ccc(C(=O)NNC(=S)NC(=O)CC)cc1	2.5	3.2	2.3	-0.6	63.6*	-0.1	3.5	2.3	-0.5	-2.3	2.7
Cc1coc(C)c1C(=O)Nc1ccc2ccccc2c1	3.0	8.3	2.0	0.9*	3.1	1.1	-2.6	-11.4	7.4*	3.7	1.2
O=c1n2c(c(O)n1C1CCCCC1)C(c1ccccc1)=Nc1ccccc1C2	1.6	0.1	-7.9	-0.7	20.0	.	12.0	0.5	0.7	.	3.5
O=C(NCc1ccccn1)c1ccc2nc(C3CCCCC3)oc2c1	0.9	1.9	0.4	-0.8	3.5	0.5	1.4	-5.2	-0.5	3.9	0.1
CCS(=O)(=O)N1Cc2ccccc2CC1C(=O)Nc1nc(C)cs1 (stereo not given)	1.5	3.6	2.4	-0.6	-1.4	0.5	-5.8	2.3	1.4	7.9*	0.5
COc1ccc(OCC(=O)OC(C)CN2CCCCC2)cc1 (stereo not given)	-1.1	0.3	-0.3	-0.6	-1.1	0.4	-1.9	0.4	-0.1	0.8	-3.1
O=C(CC1C[C@H](C(=O)N2CCOCC2)[C@@]2(CCC3CCCC3)c3[nH]c4ccccc4c3CCN2C1=O)NCCCn1ccnc1 (stereo not given in full)	-1.2	0.0	-17.0	-1.3	-14.8	0.0	-12.6	-1.2	-1.2	-3.1	-3.8
CCOC(=O)C1CCCN(C(=O)c2cc(S(=O)(=O)N(C)C)ccc2N2CCCC2)C1 (stereo not given)	-0.6	0.9	12.4	-0.7	-6.6	0.3	-0.7	-11.3	-2.2	1.7	-3.0
CC(=O)Nc1ccc(S(=O)(=O)Nc2nc3ccc([N+](=O)[O-])cc3s2)cc1	-0.1	2.0	-27.2	-1.3	3.6	0.1	-0.3	7.5	-0.4	0.8	-1.3
O=C(c1ccc(Cn2cc([N+](=O)[O-])cn2)o1)N1CCCCCC1	-0.6	-2.8	4.5	-1.2	6.5	0.2	-1.0	7.9	-0.5	0.0	-1.9
CCOC(=O)c1c2n(c3c(NCc4ccccc4)ncnc13)CCCC2	-2.1	-1.3	9.0	-1.8	14.4	-0.2	23.5	1.5	-0.6	-0.5	-1.8
COc1cc(/C=C/C(=O)OCC(=O)Nc2ccc(C)c(S(=O)(=O)N3CCCCC3)c2)ccc1O	-1.8	2.9	-44.1	-0.8	-6.0	-1.1	-3.1	-32.5	0.0	-0.7	-1.3
O=c1cc(N2CCCCC2)c(-c2ccccc2)nn1Cc1cccc(F)c1	-4.2	-1.7	-5.5	-1.8	13.0	-0.8	7.5	1.5	-0.6	2.4	-4.6
O=C1CCCC(O)=C1N=Nc1ccc(S(=O)(=O)N2CCOCC2)cc1	-0.7	-2.2	-0.5	-1.0	2.2	-0.8	-5.2	11.9	-0.8	-1.0	0.4
CCc1ccc(NC(=O)CCc2nnc3ccc(N4CCCC4)nn23)cc1	-2.3	-0.3	-5.1	-1.3	-4.0	-0.5	-0.7	-0.7	-0.5	-4.1	-0.5
COc1ccc2[nH]c(O)c(N=O)c2c1	-2.3	-1.3	-20.3	-0.3	-2.6	-0.2	-2.5	1.7	0.3	1.7	-0.6
CN(C)c1ncnc2c1ncn2CCn1cnc2c(N(C)C)ncnc21	-1.0	-4.6	5.4	-1.5	-1.9	-0.3	0.4	-13.8	-1.2	3.0	-1.6
COC(=O)c1ccc(/C=C/c2c(-c3ccsc3)oc3ccc(N4CCOCC4)cc23)cc1	0.2	1.9	0.5	-1.2	1.5	0.7	19.9	-89.6	-0.6	2.8	2.3
Cc1ccc(C)c(-c2ccc(=O)n(Cc3cccc(Br)c3)n2)c1	-1.0	-3.4	-7.0	-1.2	-2.6	-1.1	-5.0	11.6	-0.7	8.3*	-0.8
COc1ccc(-n2c(SCC(=O)NCC3CCCO3)nc3c([nH]c4ccccc43)c2=O)cc1 (stereo not given)	7.3*	2.9	4.6	0.1	0.3	0.2	5.5	-15.8	0.2	1.6	-2.5
CCOC(=O)C1=NNC2(c3ccc(C)cc3)C(=O)N(c3ccccc3)C(=O)C12 (stereo not given)	-1.0	0.4	2.3	-1.4	-1.5	.	-0.8	4.7	-0.2	0.1	-2.9
COc1ccc(-c2csc(NC(=O)CN3C(=O)NC4(CCCC4)C3=O)n2)c(OC)c1	-3.0	-0.8	3.0	-1.3	-2.3	-0.2	2.3	0.1	-0.6	1.0	-0.3

Next section.
SMILES	hcDAF12 agonist	hgDAF12 agonist	sPLA2-III inh	ssDAF-12 act	GC-B act	DAX1 inh-1	GC-A act	ADAM10 inh	DAX1 inh-2	FXN GAA850 act	SMARCA2 activ
Cc1ccccc1NC(=O)Cc1nc(COC(=O)CNC(=O)c2ccc(Cl)cc2Cl)cs1	-1.7	-0.4	-14.3	-1.2	1.6	0.5	-1.6	-6.0	-0.2	-0.8	2.0
CCOc1ccccc1N1CCN(CC(=O)N(C2CCCC2)C2CCS(=O)(=O)C2)CC1 (stereo not given)	0.0	1.3	3.2	-1.2	2.2	0.8	2.0	-6.0	1.1	0.9	-1.3
Cc1nc(NC(=O)C(C)(C)C)sc1C(=O)Cn1cc(CCc2ccccc2)nn1	-1.9	1.7	-40.4	-1.4	-6.0	.	-6.0	-7.9	0.9	.	-3.0
CCNC(=O)Nc1cc(S(=O)(=O)N2CCOCC2)ccc1N1CCCCC1	0.9	0.1	3.5	-1.0	1.2	0.7	1.3	-5.0	0.6	-0.5	0.3
Cc1ccc(N2C(=O)[C@@H]3Cc4ccccc4CN3C2=O)cc1	5.0	1.8	-1.8	-0.5	4.2	-0.8	-1.1	-1.6	0.5	0.1	0.0
COc1ccc(-c2nc(N)n(C(C)=O)n2)cc1	0.9	2.7	7.4	-1.1	5.1	0.0	2.8	-4.8	-0.4	-0.2	1.9
Oc1cc(Nc2cccnc2)cc2cccnc12	-1.1	-5.1	0.1	-1.6	-17.5	-0.9	-16.2	-2.5	-0.9	1.7	0.5
CC12CN3CC(C)(CN(C1)C3c1ccc(F)cc1)C2 (stereo not given)	-0.6	0.2	13.8	-0.4	-0.2	-1.7	2.6	4.3	-0.7	1.0	-4.6
COc1ccc(OC(=O)OCc2ccccc2)cc1	-1.0	-0.8	8.4	-0.6	2.5	1.3	5.7	-7.9	-0.8	-1.1	-3.2
COc1ccc(C(=O)CC(Sc2ccccc2N)c2ccc(OC)cc2)cc1 (stereo not given)	4.7	9.5	11.0	0.6	1.2	2.4	-7.2	-11.4	4.1*	4.7	1.5
O=C(OCC#CCSc1nnc(-c2cccc3ccccc23)o1)c1ccc(OC(F)F)cc1	-3.0	4.6	10.6	-1.6	-1.9	.	-3.3	-12.2	.	.	.
COC1CCN(C(=O)c2ccc(OC3CCN(CCc4ccccc4)CC3)cc2)CC1	0.5	-0.9	-11.5	-1.4	-1.2	-0.8	6.5	-4.7	-0.7	2.2	-1.1
COC(=O)CCC(=O)N1CCCC(C(=O)c2cc(F)ccc2F)C1 (stereo not given)	-2.2	-1.4	-0.5	-0.5	5.9	2.0	1.0	10.9	-0.3	2.6	2.7
O=P(O)(Cc1ccccc1)c1ccccc1	-1.4	0.5	-2.3	-1.3	-4.8	1.6	-1.6	1.3	0.1	1.2	2.4
CC(=O)c1ccc(OCc2ccc(C(=O)c3ccccc3)cc2)cc1	-1.9	-2.7	-10.7	-2.0	1.6	-0.3	2.1	5.2	-2.0	-1.3	-3.3
CCOC(=O)C1CCCN(Cc2c(F)cccc2Cl)C1 (stereo not given)	0.8	0.5	-2.4	0.0	7.5	0.6	4.5	-1.4	1.0	0.0	-0.4
COc1ccc(NC(=O)N[C@@H](Cc2ccccc2)C(=O)NN)cc1	-1.4	0.2	-6.2	-1.9	-1.9	1.4	0.1	1.4	-0.1	0.6	0.6
O=C(Cn1nnc(-c2ccc(Cl)cc2)n1)NCC1CCCCC1	-0.2	-0.4	14.6	-1.8	-4.5	-0.5	-1.8	-5.3	0.1	1.8	-2.0
CCOC(=O)C(CC)n1nc(C)n2c(cc3sccc32)c1=O (stereo not given)	-0.7	-0.3	0.6	-1.0	1.2	-0.7	-0.2	-4.3	-0.1	-2.1	-0.8
COc1ccc(-c2ccc(=O)n(Cc3ccc([N+](=O)[O-])cc3)n2)cc1	-0.9	-4.3	-4.9	-1.6	-0.1	1.2	0.6	-0.3	-0.5	0.5	-0.8
CCOc1ccccc1N(CC(=O)N/N=C/c1cc(Br)ccc1OC)S(C)(=O)=O	-0.9	-1.4	-39.7	-1.8	11.5	0.3	10.1	3.6	-1.0	1.8	-3.1
NC(=NCc1ccccc1)NC(=O)OCc1ccccc1	0.3	4.4	6.9	-0.7	-1.3	.	0.5	-2.5	1.7	.	3.9
COC(=O)c1ccc2c(=O)n(CCN3CCOCC3)c(SCC(=O)Nc3ccccc3Cl)nc2c1	1.8	0.5	1.2	-0.6	22.8	-0.4	21.1	0.1	0.1	2.9	-1.4
COc1ccc(-n2c(CN3CCC(C)CC3)nc3ccc([N+](=O)[O-])cc3c2=O)c(OC)c1	1.1	4.2	1.1	0.4	-5.0	0.4	3.0	2.3	-1.2	-1.6	3.8
O=C(Nc1ccc(N2CCCCCC2)cc1)c1ccc[nH]1	7.3*	14.8*	22.0*	0.6	-4.5	0.9	-0.9	-28.7	12.5*	2.7	6.7
CCOC(=O)C(NCCCO)c1ccccc1 (stereo not given)	0.1	1.3	7.5	-0.9	4.3	0.0	4.2	6.0	-0.2	-0.6	-1.2
Cc1ccc(S(=O)(=O)NCCC(=O)N2CCCCCCC2)cc1	0.7	-1.5	8.3	-0.4	5.3	-1.2	-1.3	-7.6	2.9	0.2	0.9
COc1ccc(CO/N=C/c2c(C)[nH]c(=O)[nH]c2=O)cc1	-0.5	-0.1	4.1	-0.9	-4.7	-0.5	2.8	-4.5	-0.7	5.2	-1.2

Assay outcomes (PubChem BioAssay)
